# Bioassay records (PubChem BioAssay)
# LYP phosphatase: inhibitors of LYP phosphatase, biochemical, fluorescence intensity, uHTS (AID 1779); one-dose inhibition, % at 11.5 µM; IC50 in µM for titrated hits; Tyrosine-protein phosphatase non-receptor type 22 (Homo sapiens); 290,000 compounds, 0.054% hits; recombinant LYP phosphatase, fluorescence intensity; higher % means a stronger effect; in the data active = inhibition above about 50%;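 also: plate controls were vehicle with enzyme for no effect and no enzyme for full effect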
# Autophagy mod: autophagy modulators in MEF cells, primary screen, imaging, high-content, MEF GFP-LC3; MEF GFP-LC3 puncta imaging; test concentration mostly 10 µM; calls only at 10 µM (by protocol); 190,000 compounds, 0.98% hits; AID 463193, 2010;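 active = percentage of spot-positive cells more than 3 SD above its plate mean, without a fluorescence outlier flag or 80% toxicity; inconclusive = no clear call, values can overlap the other calls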;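 also: spot-positive cell cutoff set from DMSO-treated cells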
# UTI89 phage lysis: inhibition of K1F phage lysis, E. coli UTI89, bacterial capsule biogenesis inhibitors, alamar blue (AID 488966); E. coli UTI89 K1F phage lysis, alamar blue, 2 h; higher % means a stronger effect; inhibition, % at 100 µM, or IC50 in µM where a hit was titrated; 340,000 compounds, 0.02% hits;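 active = phage lysis inhibition, versus mean bacterial control, above a set limit; inconclusive = no clear call, values can overlap the other calls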;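 also: capsule biogenesis inhibitors block K1F phage lysis so surviving cells raise fluorescence; higher fluorescence means more inhibition of phage lysis; actives were called in the ten point dose series up to 300 µM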
# GPR35 arrestin U2OS: GPR35 antagonists blocking zaprinast-driven arrestin recruitment, primary screen, imaging, U2OS, beta-arrestin-GFP, zaprinast agonist (AID 2058). G-protein coupled receptor 35 (Homo sapiens). 290,000 compounds, 0.052% hits. inhibition, % at 10 µM, or IC50 in µM where a hit was titrated. U2OS GPR35 beta-arrestin-GFP translocation imaging, zaprinast antagonism; higher % means a stronger effect;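 active = inhibition of at least 50% with at least 30 cells and total cytoplasm GFP at most 10,000,000; inconclusive = under 30 cells or total GFP of 10,000,000 plus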
# WT yeast gro inh: growth inhibition of WT strain, primary screen, mitochondrial fusion inhibitor project, WT and mutant strains, chemical genetic; inhibition, % at 10 µM; mitochondrial fusion phenotypic screen; AID 1362, 2008; 190,000 compounds, 2.1% hits; in the data active = inhibition above about 58%; tested in S. cerevisiae
# NTR1 agonist: agonists of NTR1, primary screen, imaging, U2OS cells, beta-arrestin-GFP, high content (AID 493036) | 330,000 compounds, 0.17% hits | activation, % at 20 µM | NTR1-U2OS beta-arrestin-GFP spot imaging, agonist mode | Neurotensin receptor type 1 (Homo sapiens), P30989;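 active = activation at or above 40% of the spot to cytoplasm intensity ratio, with at least 20 cells analyzed; inconclusive = wells under 20 cells, flagged as cytotoxic or low count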;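 also: 0% = DMSO without peptide and 100% = 100 nM NTR1 peptide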
# Target sequence (P30989 whole entry, looked up): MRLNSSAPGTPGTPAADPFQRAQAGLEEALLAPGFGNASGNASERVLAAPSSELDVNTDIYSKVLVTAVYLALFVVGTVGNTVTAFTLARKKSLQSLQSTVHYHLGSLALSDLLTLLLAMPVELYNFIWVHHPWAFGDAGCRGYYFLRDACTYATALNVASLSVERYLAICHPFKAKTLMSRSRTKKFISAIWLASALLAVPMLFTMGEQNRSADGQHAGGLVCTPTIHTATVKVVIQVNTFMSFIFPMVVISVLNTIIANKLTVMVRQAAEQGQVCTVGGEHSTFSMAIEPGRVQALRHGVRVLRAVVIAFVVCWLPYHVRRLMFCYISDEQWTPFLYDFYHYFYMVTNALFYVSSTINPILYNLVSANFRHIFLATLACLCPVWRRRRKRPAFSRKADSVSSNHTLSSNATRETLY
# RSV antiviral HEp-2: RSV antiviral activity via CPE protection, HEp-2 cells, primary 10 µM value included (AID 2391) | HEp-2 cells, RSV-induced CPE inhibition; higher % means a stronger effect | CPE inhibition, % at 10 µM, or IC50 in µM where a hit was titrated | 310,000 compounds, 0.13% hits; in the data active = a potency from the dose series; inconclusive = CPE inhibition mostly from about 23% at the one dose, without a potency; inactive = the rest, 99 in 100 with CPE inhibition below about 21%; also: strong numbers were not always called active
# Dengue-2 NS5 capping: Dengue-2 NS5 methyltransferase inhibitors, primary screen, biochemical, confirmation dose response (AID 588689); Genome polyprotein (Dengue virus type 2 (strain 16681-PDK53)); Dengue-2 NS5 methyltransferase capping enzyme assay, biochemical; higher % means a stronger effect; one-dose inhibition, % at 25 µM; IC50 in µM for titrated hits; 340,000 compounds, 0.3% hits; in the data active = a potency from the dose series; inconclusive = inhibition above about 29% without an active follow-up result
# AID2073: inhibitors of Mint1-CaV2.2 protein interaction, biochemical, HTRF (AID 2073); Voltage-dependent N-type calcium channel subunit alpha-1B (Homo sapiens); HTRF protein-protein interaction, Mint1-CaV2.2; higher % means a stronger effect; one-dose inhibition, % at 20 µM; IC50 in µM for titrated hits; 290,000 compounds, 0.19% hits; in the data active = inhibition mostly above about 51%, no sharp cut-off; inconclusive = no clear call, values can overlap the other calls; inactive = mostly below about 53%; also: some results filed as inactive read as strong as hits
# WT yeast gro inh mutant strain: recorded beside WT yeast gro inh, whose call it bears; inhibition, %; mitochondrial fusion phenotypic screen, mutant strain inhibition
# Autophagy mod cell loss 18 h: further read-out of Autophagy mod, marked with its call; toxicity, %; measured here: cell loss, nuclei count;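 cell loss after 18 h compound exposure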
# NTR1 agonist cell count 20 µM: further read-out of NTR1 agonist, marked with its call; cell count; measured here: cell count, cytotoxicity flag
# Dengue-2 NS5 capping pilot replicate: second read-out of Dengue-2 NS5 capping, no call of its own (marks repeat the call); inhibition, %; measured here: pilot screen replicate inhibition
# An asterisk follows results filed as active; i = inactive; ? = inconclusive; / = no result given; [ ] = remark or other dose.
# The first three compounds, ahead of the listing:
SMILES,LYP phosphatase,Autophagy mod,Autophagy mod cell loss 18 h,UTI89 phage lysis,GPR35 arrestin U2OS,WT yeast gro inh,WT yeast gro inh mutant strain,NTR1 agonist,NTR1 agonist cell count 20 µM,RSV antiviral HEp-2,Dengue-2 NS5 capping,AID2073,others
COc1ccc(NC(C)=O)cc1NC(=O)c1cccc(S(=O)(=O)N2CCc3ccccc32)c1,/,/,/,-0.3%[50 µM],/,/,/,-1.8,51,2.2%,-8%,/,
CS(=O)(=O)N1CCC(C(=O)Nc2cc(Cl)cc(Cl)c2)CC1,-5%,i,20,2.1%,14%,-10,-1,-0.2,39,-2.2%,-9%,1%,
CCOC(=O)c1c(N)nn(C(=O)c2ccccc2F)c1-c1ccc(OC)cc1,0%,i,-10,0.4%,8%,4,-6,1.5,62,-0.5%,-8%,-3%,

# All compounds of this part, from the start:
SMILES,LYP phosphatase,Autophagy mod,Autophagy mod cell loss 18 h,UTI89 phage lysis,GPR35 arrestin U2OS,WT yeast gro inh,WT yeast gro inh mutant strain,NTR1 agonist,NTR1 agonist cell count 20 µM,RSV antiviral HEp-2,Dengue-2 NS5 capping,AID2073,others
COc1ccc(NC(C)=O)cc1NC(=O)c1cccc(S(=O)(=O)N2CCc3ccccc32)c1,/,/,/,-0.3%[50 µM],/,/,/,-1.8,51,2.2%,-8%,/,
CS(=O)(=O)N1CCC(C(=O)Nc2cc(Cl)cc(Cl)c2)CC1,-5%,i,20,2.1%,14%,-10,-1,-0.2,39,-2.2%,-9%,1%,
CCOC(=O)c1c(N)nn(C(=O)c2ccccc2F)c1-c1ccc(OC)cc1,0%,i,-10,0.4%,8%,4,-6,1.5,62,-0.5%,-8%,-3%,
Cc1ccc(CN2CCNC(=O)C2CC(=O)NCCCn2ncc3ccccc32)o1 (stereo not given),-1%,i,22,2.4%,-4%,9,14,/,/,/,1%,14%,
COC(=O)c1ccnc(SCC(=O)c2ccccc2)c1,-2%,i,-6,0.4%,-17%,1,-22,-1.8,88,1.1%,-7%,6%,
Cc1cc(C)n2nc(CNS(=O)(=O)c3ccc(F)c(C)c3)nc2n1,-10%,/,/,-0.5%,-5%,/,/,-0.5,48,1.4%,-1%,-3%,
CC(Nc1ccc(Br)cc1)C(=O)N/N=C/c1ccccc1OCc1ccccc1 (stereo not given),0%,i,-5,0.3%,7%,21,-12,7.9,68,1.2%,-5%,5%,
Cc1c(NS(=O)(=O)c2ccc(Cl)c(C(=O)OC(C)C(=O)NCc3ccco3)c2)c(=O)n(-c2ccccc2)n1C (stereo not given),-1%,i,-13,-0.7%,4%,2,3,0.4,55,0.4%,-12%,24%,
O=C(NC(=S)Nc1ccccc1O)c1ccc(Cl)cc1Cl,-4%,i,-5,-3.7%,-15%,71,73,2.4,39,-1.6%,-4%,6%,
COC(=O)CNC(=O)C(C)NC(=O)CNC(=O)OCc1ccccc1 (stereo not given),-4%,i,-5,1.0%,6%,-15,-14,1.0,45,0.0%,-8%,3%,
Cc1cc(NC(=O)COc2ccc3oc4ccccc4c3c2)no1,-4%,i,17,0.1%,8%,-1,2,-0.1,54,0.4%,8%,26%,
Fc1cccc(Cl)c1/C=N/Nc1ccccn1,-4%,i,28,0.1%,10%,-12,27,2.5,54,3.4%,0%,-9%,
CN(c1ccccc1C(=O)Nc1ccc(S(=O)(=O)N2CCCCC2)cc1)S(C)(=O)=O,5%,i,6,1.0%,3%,5,9,-0.9,78,0.8%,-11%,-2%,Dengue-2 NS5 capping pilot replicate=4.0
CCCOc1ccc(-c2nn(-c3ccccc3)cc2/C=C2\SC(N)=NC2=O)cc1,8%,i,-1,0.1%,3%,7,-2,0.3,92,4.8%,3%,19%,
CCNC(=S)NNC(=O)C1CCN(Cc2ccccc2)CC1,-3%,i,1,-0.1%,-3%,2,-11,-0.2,71,-1.5%,5%,-4%,
CCc1ccc(C(=O)CN2C(=O)NC(C)(CCc3ccccc3)C2=O)cc1 (stereo not given),11%,i,-3,-0.3%,9%,12,6,3.3,64,0.1%,-5%,-4%,
CCC1CCC(N2CCN(c3cccc(OC)c3)CC2)CC1 (stereo not given),-8%,/,/,1.1%,-2%,/,/,2.8,52,-0.2%,/,-4%,
O=C(CCCn1c(=S)[nH]c2cc3c(cc2c1=O)OCO3)N1CCN(c2ncccn2)CC1,0%,i,-3,1.0%,1%,3,-7,1.3,83,1.0%,1%,-24%,
CS(=O)(=O)NCc1ccc(C(=O)NCCOc2ccccc2)cc1,0%,i,-5,0.0%,13%,1,11,-0.2,64,-0.5%,-3%,-1%,
O=C(Nc1cc(C(F)(F)F)ccc1N1CCOCC1)c1c(F)c(F)c(F)c(F)c1F,-1%,i,7,-0.3%,-3%,5,13,-1.7,59,0.7%,-1%,5%,
Cn1c(=O)n(C)c2cc(NS(=O)(=O)c3ccc(C(C)(C)C)cc3)ccc21,-7%,i,13,-0.3%,11%,9,10,2.0,71,3.0%,1%,1%,
CCN1C(=O)/C(=C\c2ccc3c(c2)OCO3)C(C(=O)OC)=C1C,-3%,i,-17,1.9%,-9%,4,6,1.1,92,2.4%,-6%,6%,
O=c1c2ccccc2n(Cc2ccc(Cl)cc2)c(=O)n1Cc1ccco1,-5%,i,6,0.0%,-6%,12,13,1.5,52,3.8%,-9%,-6%,
COc1ccc(CN(CC(=O)NCc2ccccc2)C(=O)CCC(=O)Nc2ccccn2)cc1,-9%,/,/,0.3%,-8%,/,/,-0.7,39,0.5%,2%,-6%,
Cc1cccc(CN2CCN(C(=O)CCl)CC2)c1,-5%,i,9,0.0%,-2%,-14,-5,0.0,57,2.5%,4%,?,
# Remaining list, next part.
SMILES,LYP phosphatase,Autophagy mod,Autophagy mod cell loss 18 h,UTI89 phage lysis,GPR35 arrestin U2OS,WT yeast gro inh,WT yeast gro inh mutant strain,NTR1 agonist,NTR1 agonist cell count 20 µM,RSV antiviral HEp-2,Dengue-2 NS5 capping,AID2073,others
COc1ccccc1/C=N/NC(=O)c1nnn(-c2nonc2N)c1-c1ccccc1,-6%,/,/,-0.1%,-5%,/,/,1.7,54,0.9%,1%,7%,
COCc1nnc(SCC(=O)Nc2cccc(Cl)c2C)n1-c1ccccc1,-6%,i,7,0.0%,2%,8,-4,-0.2,35,2.0%,-3%,1%,
c1cc2c(cc1-c1cnc3n1CCC3)OCCO2,-13%,i,13,2.8%,-6%,5,23,-0.5,46,-1.3%,1%,-5%,
Cc1cc2nc(N3CCN(C(=O)c4cccs4)CC3)sc2cc1C,/,/,/,1.6%[50 µM],/,/,/,2.2,74,9.3%,-4%,/,
O=C(c1cc(Cl)ccc1Cl)N1CCN(c2ccccn2)CC1,-2%,i,-2,0.2%,3%,4,17,0.9,38,0.4%,-1%,32%,
Cc1ccc2nc(Cl)c(/C=N/Nc3ccc(C(=O)O)cc3)cc2c1,-4%,/,/,-0.2%,-4%,/,/,2.5,46,-1.6%,-3%,7%,
c1ccc(-c2noc(C34CC5CC(CC(C5)C3)C4)n2)cc1,-8%,i,-5,1.5%,-7%,31,33,4.1,39,1.8%,-2%,7%,
CCN(CCCNC(=O)C1CCC(=O)N1Cc1ccccc1Cl)c1cccc(C)c1 (stereo not given),-1%,i,-3,-1.6%,15%,-2,-3,0.3,57,-1.7%,-5%,8%,
Cc1ccc(NS(=O)(=O)c2cccc(C(=O)NCCc3c[nH]c4ccccc34)c2)c(C)c1,-2%,i,13,0.1%,16%,-3,22,5.8,75,9.9%,-10%,5%,
COc1ccc(C)cc1Nc1n[n+](-c2ccccc2)c(-c2c(OC)ccc3ccccc23)s1,/,/,/,9.7%,/,/,/,10,68,-4.5%,4%,/,
O=C(COC(=O)C1CCC1)NCCc1ccc(Cl)cc1Cl,-8%,/,/,0.0%,8%,/,/,1.1,52,0.3%,-2%,3%,
Cc1ccc(C)c(Nc2cc(C)nc3ncnn23)c1,-6%,/,/,-0.3%,-4%,/,/,0.8,55,1.9%,-3%,3%,
CCNC(=O)CCc1nc(-c2ccc(C(C)(C)C)cc2)no1,0%,i,-4,4.9%,2%,-5,-16,0.4,54,11%,-7%,-4%,
O=c1c2c3c(sc2nc(N2CCNCC2)n1CCc1ccccc1)CCCCC3,2%,/,/,-4.2%,-23%,/,/,8.8,61,/,4%,0%,
CCOC(=O)N1CCN(c2c(NCc3ccc(N(C)C)cc3)c(=O)c2=O)CC1,-2%,i,-6,0.7%,10%,5,3,-0.2,59,-0.4%,5%,3%,
O=C(COc1ccccc1)Nc1c2c(nn1-c1ccccc1)CS(=O)(=O)C2,-11%,/,/,2.0%[50 µM],-4%,/,/,1.3,62,0.8%,-2%,1%,
NS(=O)(=O)c1ccc(CNC(=O)C(c2ccccc2)c2ccccc2)cc1,-2%,/,/,-1.7%,-4%,/,/,0.9,45,0.7%,-4%,2%,
CC(C)n1c(SCC(=O)NC2CC2)nnc1C1CC1,-9%,/,/,0.1%,-4%,/,/,0.5,53,2.6%,6%,4%,
CCCCSc1nc(O)cc(=O)n1CC,-2%,i,-29,0.1%,-13%,-3,-5,-1.4,76,-0.3%,-2%,9%,
CCCCn1c(=O)c2c(c3ccccc31)OCC(=O)N2,-8%,/,/,-0.6%[50 µM],-1%,/,/,0.2,47,6.0%,/,13%,
Cc1cccc(-c2nc3c(c(SCC(=O)N(C)C)n2)CCCC3)c1,-4%,i,-6,-1.0%,13%,7,0,7.1,35,0.8%,-3%,0%,
CCN(CC)S(=O)(=O)c1ccc(N2CCOCC2)c(NCC(=O)Nc2ccc(F)cc2)c1,-4%,i,2,0.3%,-22%,-3,4,0.9,36,8.4%,-5%,0%,
CCN=C1S/C(=C\c2sccc2C)C(=O)N1CC,-4%,i,-3,3.6%,14%,3,-7,1.3,68,-2.0%,/,0%,
Cc1nn(Cc2ccccc2)c2c1C(c1cccnc1)C(C#N)=C(N)O2 (stereo not given),-5%,i,13,1.6%,4%,3,6,0.5,45,0.3%,11%,-7%,
NC(=O)c1ccccc1NC(=O)CCc1ccccc1,-1%,i,13,4.0%,7%,21,10,-1.4,50,-1.3%,0%,-1%,
COc1ccc(NC(=O)CN(C)CC(=O)NC2CCCCC2C)cc1 (stereo not given),/,/,/,0.6%[50 µM],/,/,/,-0.3,55,3.3%,-3%,/,
Cc1c(NC(=O)Nc2cccc([N+](=O)[O-])c2)c(=O)n(-c2ccccc2)n1C,-8%,/,/,0.1%,-14%,/,/,0.0,55,0.0%,-8%,22%,

# Hits appear at their usual frequency; any-hit rate near 2.6%.
